G9a inh: inhibitors of human histone lysine methyltransferase G9a. actives 8.8% (n = 350,000). Potency, µM (titrated, usually from 102 µM), for inactives: at the top dose activity, negative = inhibition, actives largely listed as inhibitors. G9a H3K9 monomethylation, AlphaScreen, 2 h. Q96KQ7; further: potency means the concentration at half of the fitted maximal effect; on the % scale 0 is the no-effect control and ±100 the full control effect; nearly all actives have a fitted effect of over 75% in size
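Quantitative HTS format: methyltransferase activity on a biotin-tagged H3K9 peptide is measured by AlphaScreen, using a rabbit anti-monomethyl-H3K9 antibody with streptavidin donor and anti-IgG acceptor beads. Final levels are 20 nM enzyme, 500 nM peptide, 20 uM SAM; 2 h RT.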
Tb PGK inh: blocks T. brucei phosphoglycerate kinase; PGK/GAPDH coupled, Kinase-Glo luminescence, 60 min; Potency, µM (doses to about 57.5 µM), for the others: at the top dose activity change, negative = inhibition, hits mostly inhibitors; actives 0.043% (n = 380,000); further: potency means the concentration at half of the fitted maximal effect; on the % scale 0 is the no-effect control and ±100 the full control effect; nearly all actives have a fitted effect of over 60% in size
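Recombinant glycosomal PGK reaction used 1,3-bisphosphoglycerate generated in-well by GAPDH (100nM final) in 100mM TEA pH 7.6, 5mM MgCl2, 0.01% Tween-20. After 60 minutes at room temperature, ATP was read by Kinase-Glo Plus luminescence end-point.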
PI4K2A inh: inhibitors of human PI4K2A. activity change, negative = inhibition, % at 76.9 µM. AID 1346378. purified PI4K2A, ADP-Glo luminescence, 1 h; active compounds read low. actives 0.13% (n = 420,000). Q9BTU6; in the data active means activity change below about -50%; inconclusive means mostly about -30% to -49%;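 further: -100% = wells without enzyme as full effect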
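In this quantitative HTS, ADP production by PI4K2A was quantified luminescently after 1 h at ambient temperature; 100 microM adenosine served as plate-quality control.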
GLS inh: glutaminase GLS (human) inhibition. Potency, µM (highest dose often 45.5 µM), for inactives: top-dose activity change, negative = inhibition, usual class: inhibitors. O94925. AID 624170. actives 0.21% (n = 410,000). GLS enzymatic activity, qHTS titration; further: potency means the concentration at half of the fitted maximal effect; on the % scale 0 is the no-effect control and ±100 the full control effect
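Read-out is an Amplex red fluorescence increase coupled through glutamate oxidase and HRP, measured before and after 30 min room-temperature incubation. hKGA is in 45 mM KH2PO4 (pH 8.2) with 0.02% Tween-20; glutamine added as 1mM solution.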
BAZ2B block: inhibitors of human BAZ2B bromodomain. AlphaScreen BAZ2B-H3K14Ac peptide displacement. Potency, µM (highest dose often 114 µM), for inactives: at the highest dose activity change, negative = inhibition, most hits filed as inhibitors. actives 4.4% (n = 360,000). AID 504333; further: potency means the concentration at half of the fitted maximal effect; on the % scale 0 is the no-effect control and ±100 the full control effect; nearly all actives have a fitted effect of over 60% in size
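BAZ2B 50 nM plus b-H3(5-23)K14Ac 50 nM, PBS pH 7.4/0.01% Tween-20, 30 min RT; compound added (max 110 uM), 30 min RT; streptavidin donor/Ni-chelate acceptor beads 10 ug/mL final, 20 min dark; AlphaScreen read.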
ERG-DNA inh: ERG Ets/DNA interaction inhibition | P11308 | fluorescence polarization, His-ERG Ets domain / labelled DNA | Potency, µM (top dose mostly 76.9 µM), for the others: top-dose FP activity, negative = inhibition, usual class: inhibitors | actives 0.028% (n = 370,000); active means well fitted inhibition curve with a large enough effect in the polarisation, with a control signal flat; inconclusive means small, poorly fitted or top-dose-only effect, or effect the other way, or a change in a side signal; inactive means no such curve, though single readings can be large or run the other way; the % refers to the polarisation;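 further: polarization taken with two DNA probes labelled with fluorescein and Texas red; potency means the concentration at half of the fitted maximal effect; % of control where 0% means no effect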
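His-tagged ERG Ets domain (1 uM in the protein solution; 300mM KCl, 50mM Tris-HCl, 1mM EDTA, 1mM DTT, pH 7.5) received compound, then a probe mix of 5 nM fluorescein-DNA and 100nM Texas-615-DNA. Fluorescence polarization was read for both dyes.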
JMJD2A Tudor: blocks the human JMJD2A Tudor domain. actives 4.4% (n = 390,000). AID 504339. AlphaScreen JMJD2A-Tudor / H3K4me3 peptide binding. Potency, µM (highest dose often 114 µM), for the others: at the highest dose activity change, negative = inhibition, usual class: inhibitors; further: potency means the concentration at half of the fitted maximal effect; on the % scale 0 is the no-effect control and ±100 the full control effect; nearly all actives have a fitted effect of over 50% in size
HP1b chromo inh: HP1-beta chromodomain-methylated histone interaction inhibition; AlphaScreen HP1-beta / biotin-H3K9me3 peptide binding; Potency, µM (series often up to 114 µM), without a hit: top-dose activity change, negative = inhibition, most hits filed as inhibitors; actives 0.56% (n = 390,000); AID 540317; further: potency means the concentration at half of the fitted maximal effect; nearly all actives have a fitted effect of over 70% in size; inactives centre near 23
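HP1-beta protein (50 nM final) preincubated 30 min at room temperature with biotinylated H3(1-18)K9me3 peptide (50 nM) in PBS pH 7.4, 0.01% Tween-20, then compound added for 30 min. AlphaScreen streptavidin donor/nickel chelate acceptor beads (10 ug/mL final), 30 min dark, luminescence read.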
Pin1 inh: blocks the human prolyl isomerase Pin1. Q13526. Pin1 FP peptide displacement, HiFluor488, 10 min. Potency, µM (series often up to 115 µM), without a hit: at the highest dose activity, negative = inhibition, hits mostly inhibitors. actives 0.009% (n = 390,000). AID 504891; active means well fitted inhibition curve with a large enough effect in the polarisation, with a control signal flat, not every such curve was filed as active; inconclusive means small, poorly fitted or top-dose-only effect, or effect the other way, or a change in a side signal; inactive means no such curve, though single readings can be large or run the other way; the % refers to the polarisation; further: potency means the concentration at half of the fitted maximal effect; on the % scale 0 is the no-effect control and ±100 the full control effect
Numbers without * were called inactive; i = inactive; ? = inconclusive; nt = not tested or not shown; & = joins results of further samples; ! = a repeat was not active; [ ] = dose if it differs, or a comment. Unless noted, the call rests on the fitted dose curve; in most records, active means well fitted curve in the direction sought with a large enough effect; inconclusive means small, poorly fitted or top-dose-only effect, or another doubt; inactive means no such curve, though single readings can be large; an effect the other way counts as inactive or inconclusive.

SMILES	G9a inh	Tb PGK inh	PI4K2A inh	GLS inh	BAZ2B block	ERG-DNA inh	JMJD2A Tudor	HP1b chromo inh	Pin1 inh
CCOC(=O)Cc1nc(-c2ccccc2)n[nH]1	-37%	-7%	3	-11%	-23%	-12%	-3%	39%	-2%
O=Cc1ccc(C(=O)OCC(=O)NCCC2=CCCCC2)cc1	-1%	-3%	7	11%	-6%	-13%	-18%	10%	-1%
COC(=O)c1ccc(Cn2c(SCC(=O)N(C)c3ccccc3)nc3ccccc32)cc1	-1%[12.7 µM]	-6%	1	1%	-17%	7%	-25%	18%	2%
Cc1cccc(Cn2c(=O)n(CCC(=O)NCc3ccc4c(c3)OCO4)c(=O)c3sccc32)c1	4%[59 µM]	-8%	3	3%	5%	2%	-1%	44%[activator]	1%
CCOC(=O)c1nc2c(ccc3ccccc32)cc1C	nt	4%	4	1%	112%[activator]	-9%	90%[activator]	156%[activator]	4%
CS(=O)(=O)N1CCN(c2ccc(C(=O)NC3C4CC5CC(C4)CC3C5)cc2[N+](=O)[O-])CC1 (stereo not drawn)	-10%[0.0925 µM]	15%	1	1%	-6%	-1%	-30%	1%	2%
Cc1cc(C)nc(SCC(=O)NN)n1	22µM*	i	-1	7%	50µM*	1%	-4%	6%	-6%
COc1ccc(Cl)cc1NC(=O)c1nn(-c2ccc(C)cc2)c(=O)n(C)c1=O	2%[59 µM]	-4%	-3	2%	-1%	7%	-7%	22%[57 µM]	-5%
COc1ccc(CSc2nc3ccncc3n2CC(=O)Nc2ccc(C)c(F)c2)cc1	5%[59 µM]	-9%	-2	5%	3%	-6%	-12%	23%	-9%
COc1ccc(C(=O)N2CCNC(=O)C2CC(=O)Nc2ccc(C)cc2)cc1 (stereo not drawn)	-21%	-2%	5	0%	-15%	-3%	-9%	51%[activator]	5%
N#Cc1ccc(S(=O)(=O)N2CCN(CC(=O)NCC3(N4CCOCC4)CCCCC3)CC2)cc1	0%[2.33 µM]	8%	4	9%	8%	5%	4%	33%	5%
COc1cccc(C(=O)Nc2cccc(-c3nnc(-c4ccco4)o3)c2)c1	10%	2%	4	-3%	0%	1%	-35%[57.1 µM]	38%	?
CC1=C(C(=O)Nc2ccccc2F)C(c2ccsc2)C2=C(CC(C)(C)CC2=O)N1 (stereo not drawn)	20%[59 µM]	4%	-1	-6%	7%	-7%	3%	47%[activator]	0%
CCn1cc(C(=O)OCC(=O)NCc2ccccc2Cl)c(=O)c2ccc(C)nc21	-48%	0%	2	1%	-26%	-11%	-4%	20%	3%
COC(=O)c1ccc(NC(=O)CCNS(=O)(=O)c2cccc3nsnc23)cc1	-10%[59 µM]	-6%	1	1%	-10%	3%	-13%	13%	-5%
Clc1ccc(CON/C=N/c2ncnc3sccc23)cc1	-8%[59 µM]	-1%	1	9%	5%	-4%	21%	47%[activator]	4%
O=S(=O)(Nc1nc2ccccc2nc1NCc1ccco1)c1ccc(F)cc1	-5%	i	-4	9%	-24%	6%	-17%	25%	-17%
Cc1ccccc1Nc1cc(=O)oc2ccccc12	22%[12.7 µM]	14%	14	-8%	-7%	7%	10%	26%	5%
CCCCN1C(=O)C(O)(CC(=O)c2ccccc2OC)c2ccccc21 (stereo not drawn)	13%	9%	3	-2%	2%	0%	-7%	62%[activator]	6%
CCCN(CCC)C(=O)Nc1cc(Cl)ccc1OC	nt	-13%	1	-6%	-7%	7%	14%	73%[activator]	-7%
CCN(CCCNC(=O)CN(C)S(=O)(=O)c1cccc2nsnc12)c1ccccc1	?	-2%	0	40%[activator]	?	-1%	-31%[57.1 µM]	-19%	-7%
Cc1ccc2sc(N(Cc3cccnc3)C(=O)CCOc3ccccc3)nc2c1C	9%[59 µM]	-2%	-3	2%	-3%	-4%	-4%	30%	17%
Cc1c(N=C2NN=C(c3c[nH]c4ccccc34)CS2)c(=O)n(-c2ccccc2)n1C	45µM*	6%	-23	11%	-28%	-9%	?	22%	5%
COc1ccc(CNC(=O)CN(Cc2ccc(F)cc2)C(=O)c2csnn2)cc1	17%	i	7	-2%	-26%	11%	2%[57.1 µM]	23%	-9%
CCOC(=O)C1Cn2c(nc3c(c2=O)C(C)(C)Cc2ccccc2-3)S1 (stereo not drawn)	1%[59 µM]	1%	-5	-4%	-23%	0%	9%	45%[activator]	8%
O=C(COC(=O)/C=C/c1ccccc1)Nc1cc(C(F)(F)F)ccc1N1CCOCC1	15%[59 µM]	-8%	-1	-4%	-1%	-2%	7%	26%	0%
Cc1ccc(-c2ccccc2NC(=O)C2C3C=CC(C3)C2C(=O)O)o1 (stereo not drawn)	?	-5%	-2	2%	56µM*	-2%	-31%	-7%	2%
O=C(Cc1ccc(S(=O)(=O)N2CCOCC2)s1)N1CCN(S(=O)(=O)c2cccc(F)c2)CC1	nt	-2%	-17	-2%	nt	-8%	-18%	16%	1%
COC(=O)C1=CN(c2ccc(Cl)cc2)C=C(C(=O)OC)C1c1ccc([N+](=O)[O-])cc1	21%	9%	4	6%	-33%	4%	?	-10%	14%
COc1ccc(CNC(=O)Cc2ccc(NC(=O)N3CCCCc4ccccc43)cc2)cc1	9%[59 µM]	2%	-6	-5%	-11%	-1%	-22%	6%	1%
Cc1oc2c(cc(NS(=O)(=O)c3ccc(C(C)C)cc3)c3ccccc32)c1C(=O)O	50µM*!	-24%	-1&-4	?	50µM*!	5%&-7%	?	-14%&-12%	?
COCC(=O)Nc1cc(C)cn(Cc2ccccc2Cl)c1=O	nt	i	1	3%	-9%	1%	-19%	15%	1%
Cc1ccccc1NC(=O)CCN1C(=O)c2ccccc2C1=O	-19%	-1%	-6	4%	-11%	6%	0%	30%	-4%
O=C(Nc1ccc(F)cc1F)N1CCc2c(sc3c2CCCC3)C1c1ccc(F)cc1 (stereo not drawn)	-1%[12.7 µM]	5%	-2	-5%	-23%	0%	-10%	4%	17%
COc1ccc(CNC(=O)c2cnn(-c3ccc(C)cc3)c2C2CCN(C(=O)OC(C)(C)C)CC2)cc1	-1%[59 µM]	1%	-1	-3%	-5%	9%	-33%	17%	4%
O=[N+]([O-])c1ccc(NCc2ccccn2)nc1	-5%[59 µM]	-9%	-1	-2%	8%	2%	-8%	32%	-2%
CCc1ccccc1NC(=O)CNC(=O)c1ccc(OCc2cn3ccccc3n2)cc1	nt	-8%	-8	-22%	nt	-3%	?	0%[57 µM]	32%[activator]
O=C(CSc1nnnn1-c1cccc2ccccc12)Nc1ccc(C(=O)O)cc1	-11%	-3%	1	0%	5%	5%	-7%	19%	2%
CNCc1c(OCc2ccc(F)cc2)ccc2ccccc12	?	-1%	-7	0%	-16%	1%	-7%	35%	2%
c1ccc2c(c1)ccc1ncccc12	-1%	-2%	3	5%	-15%	-13%	2%	20%	0%
COc1c(C)cc(C(=O)C2CCCN(C(=O)c3cc(C)nc(C)n3)C2)cc1C (stereo not drawn)	2%	15%	-7	22%	-26%	-1%	-3%	15%[57 µM]	7%
COc1ccc(C(=O)NC(=S)Nc2ccc(CN3CCOCC3)cc2)cc1	45µM*	-1%	4	-2%	-34%	0%	-12%	-6%	-2%
CCOc1nc(N2CCOCC2)nc(N2CCOCC2)n1	-24%	5%	-2	-7%	-1%	5%	-3%[57.1 µM]	45%[activator]	-3%
O=C(NC(=S)Nc1ccccc1Cl)c1ccco1	-6%	?	6	0%	6%	0%	-11%	5%	6%
O=C(CN1C2CCCC1CC(NC(=O)c1ccco1)C2)Nc1ccccc1C(F)(F)F (stereo not drawn)	-1%[59 µM]	-6%	-1	?	5%	-20%	0%	55%[activator]	3%
CC1CCCCC1NC(=O)CSc1nncn1N (stereo not drawn)	5%[12.7 µM]	4%	-1	16%	-8%	20%	-18%[11.4 µM]	?	2%
CCCC(=O)NNC(=O)Nc1ccccc1	22%	-9%	5	-1%	-3%[57.1 µM]	3%	-6%	21%	-6%
COc1ccc(C(C)NC(=O)C23CC4CC(CC(C4)C2)C3)cc1OC (stereo not drawn)	11%[0.501 µM]	i	6	-3%	2%	-7%	-19%	15%	0%
CCN(CC)c1ccc(NC(=O)Nc2ccc(C(C)=O)cc2)cc1	1.4µM*	-9%	-1	16%	-26%	1%	-32%[57.1 µM]	-7%	20%
Cc1ccc(C(=O)Cn2c(C(=O)/C=C/c3ccccc3)nc3ccccc32)cc1	nt	1%	4	-1%	-6%	-7%	-12%	8%	8%
Remaining list, next part:
SMILES	G9a inh	Tb PGK inh	PI4K2A inh	GLS inh	BAZ2B block	ERG-DNA inh	JMJD2A Tudor	HP1b chromo inh	Pin1 inh
COC(=O)c1c(C(=O)OC)c2cc(C(=O)c3ccccc3)ccn2c1Cl	3%[59 µM]	i	10	8%	70%[activator]	13%	50%[activator]	161%[activator]	20%
O=C1c2ccccc2C(=O)N1CCc1csc(-c2cccc(Cl)c2)n1	19%[59 µM]	i	-2	-3%	60%[activator]	4%	32%	121%	9%
c1ccc(-c2c3ccccc3nc3[nH]c4ccccc4c23)cc1	89µM*	5%	0	6%	4%	1%	-8%	56%[activator]	?
CCOC(=O)c1sc(=S)n(-c2ccccc2)c1C	?	4%	3	2%	-19%	-5%	-1%	-11%	28%
O=C(OCc1ccc(Br)cc1)c1cccc(S(=O)(=O)N2CCCC2)c1	7%[0.501 µM]	-7%	7	3%	34%[activator]	8%	33%[activator]	64%[activator]	-3%

Screening data as filed in PubChem BioAssay.
